pCIP destab: compounds decreasing mouse p/CIP protein stability | decrease of EGFP signal, % at 10 µM | F442A p/CIP-EGFP cells, EGFP fluorescence, 16 h | Q05BA5 | 290,000 tested, 0.01% active | AID 1984;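 active = EGFP signal decrease of at least 30% at 10 µM or well 3 SD below plate mean, unless failing retest; inactive = the rest, including hits failing retest or dose response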; also: some compounds called inactive have numbers as strong as hits; many of its hits are not listed in these tables
NALP1 inh: NALP1 inhibition. 280,000 tested, 0.61% active. inhibition, % at 10 µM. AID 2071. S. cerevisiae NALP1/ASC/caspase-1 growth, X-gal OD620, 72 h; in the data active = inhibition mostly above about 24%, no sharp cut-off; inactive = mostly below about 32%; also: some compounds called inactive have numbers as strong as hits
IDE inh: inhibits human insulin-degrading enzyme in HEK cells. P14735. inhibition, % at 5.59 µM. FAbetaB cleavage, fluorescence polarization. 320,000 tested, 0.41% active;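 active = percent inhibition above the average of all tested compounds plus 3 SD, set per screening campaign, cut at about 16% in these data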;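 also: IDE supplied by intact live HEK cells; FP after avidin binding of uncleaved biotin substrate so inhibition keeps polarization high; 0% = DMSO wells and 100% = 60 µM reference IDE inhibitor Ii1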
PHOSPHO1 block: PHOSPHO1 (human) inhibition; Q8TCT1; recombinant PHOSPHO1, absorbance phosphatase assay; inhibition, % at 13.3 µM; 290,000 tested, 1.1% active; in the data active = inhibition above about 60%
Target sequence (Q8TCT1 whole entry, looked up): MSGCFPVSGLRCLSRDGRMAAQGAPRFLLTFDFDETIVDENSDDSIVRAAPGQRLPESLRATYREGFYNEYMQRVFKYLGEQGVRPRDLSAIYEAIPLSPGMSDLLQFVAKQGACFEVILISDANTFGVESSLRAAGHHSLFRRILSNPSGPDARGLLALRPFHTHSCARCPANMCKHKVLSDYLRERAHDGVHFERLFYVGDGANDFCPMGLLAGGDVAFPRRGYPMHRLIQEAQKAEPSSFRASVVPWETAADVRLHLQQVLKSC
GPR7 antag: human neuropeptides B/W receptor 1 antagonism. AID 1861. inhibition, % at 4.4 µM. 290,000 tested, 1.1% active. P48145. GPR7-expressing cells, fluorescence antagonist assay; in the data active = inhibition above about 16%, passing the limit was not always enough;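 also: cells stimulated with the agonist NPW; 0% = agonist with vehicle and 100% = vehicle without agonist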
Target sequence (P48145 whole entry, looked up): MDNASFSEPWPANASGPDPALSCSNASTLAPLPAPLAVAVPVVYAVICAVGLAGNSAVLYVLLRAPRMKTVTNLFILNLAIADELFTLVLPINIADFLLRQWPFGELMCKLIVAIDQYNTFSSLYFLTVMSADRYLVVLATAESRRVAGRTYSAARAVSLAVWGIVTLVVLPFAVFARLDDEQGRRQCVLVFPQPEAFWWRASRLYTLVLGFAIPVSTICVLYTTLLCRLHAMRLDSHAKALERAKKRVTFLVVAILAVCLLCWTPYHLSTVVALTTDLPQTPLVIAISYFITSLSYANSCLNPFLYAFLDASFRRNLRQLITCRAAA
IDE cell activ: activators of human insulin-degrading enzyme in cells. P14735. HEK cells, FAbeta-B cleavage, fluorescence polarization; 0% vehicle, 100% cell-free pure enzyme wells. activation, % at 5.96 µM. 340,000 tested, 0.073% active. AID 493087;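 active = activation above the mean of all tested compounds plus 3 SD, set per screening campaign, cut at about 17% in these data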
PfM18AAP inh: blocks P. falciparum M18 aspartyl aminopeptidase; 290,000 tested, 1.2% active; AID 1822; recombinant PfM18AAP, H-Glu-NHMec fluorogenic cleavage; inhibition, % at 7.35 µM;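 active = inhibition above the campaign mean inhibition over all tested compounds plus 3 SD, cut at about 28% in these data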;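 also: 0% = plate median of test compound wells and 100% = 2 mM ZnCl2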
IMP-1 inh: inhibitors of Pseudomonas aeruginosa IMP-1 metallo-beta-lactamase; inhibition, % at 5.6 µM; AID 1556; purified IMP-1, nitrocefin hydrolysis, epi-absorbance fluorescence; 290,000 tested, 0.45% active;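 active = inhibition above the mean plus 3 SD of all compounds in the same screening run, cut at about 4.5% in these data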;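 also: 0% = IMP-1 with DMSO and 100% = DMSO wells lacking enzyme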
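System: purified recombinant IMP-1 beta-lactamase. Medium: Zinc- and detergent-supplemented HEPES buffer, pH 7.1. Compound: one 5.6 µM dose […]. Schedule: 15 min preincubation plus 25 min reaction at 25 °C. Technique: Epi-absorbance fluorescence, 480 nm excitation, 530 nm emission.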
VIM-2 inhibitor: blocks Pseudomonas aeruginosa VIM-2 metallo-beta-lactamase | purified VIM-2, nitrocefin hydrolysis, epi-absorbance fluorescence | inhibition, % at 5.6 µM | 290,000 tested, 0.89% active | AID 1527;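 active = inhibition above the mean of all tested compounds plus 3 SD, cutoff set per screening run, cut at about 7.5% in these data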;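 also: red hydrolysis product quenches plate fluorescence so inhibitors raise well fluorescence; 0% = enzyme with DMSO and 100% = DMSO without enzyme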
Numbers without * were called inactive; nt = not tested or not shown.

SMILES | pCIP destab | NALP1 inh | IDE inh | PHOSPHO1 block | GPR7 antag | IDE cell activ | PfM18AAP inh | IMP-1 inh | VIM-2 inhibitor
CCOC(=O)N/N=C/c1cc(C)n(-c2cccc3ccccc23)c1C | -6 | 26 | 4 | 7 | -7 | 3 | 3 | -4.3 | -2.3
CCCc1cc(=O)[nH]c(SCc2nc3ccccc3o2)n1 | -7 | 18 | -1 | 22 | 4 | 1 | -3 | -4.3 | -0.6
Cc1cccc(NS(=O)(=O)c2ccc3c(c2)oc(=O)n3C)c1C | -7 | -8 | nt | 40 | 7 | 4 | 0 | -3.4 | -2.0
NNC(=O)c1cccc(COc2ccc3c(c2)CCC3)c1 | -15 | 35 | 0 | 2 | 8 | 3 | -6 | -1.4 | -3.1
O=C(c1ccc(Cl)cc1)c1cc([N+](=O)[O-])ccc1N1CCOCC1 | -20 | 22 | 6 | -9 | 4 | 0 | 6 | -3.3 | 1.4
O=C(CC1SC(=NCCc2ccccc2)N(/N=C/c2cccs2)C1=O)Nc1ccc(Cl)cc1 (stereo not drawn) | -14 | 13 | -4 | 7 | -8 | 1 | 5 | -1.3 | -1.8
O=C(O)Cc1ccc2ocnc2c1 | -11 | -9 | -1 | -117 | -10 | -1 | 45* | -0.4 | 1.6
CNC(=S)c1cc(C(C)(C)C)c(O)c(C(C)(C)C)c1 | -1 | 9 | 0 | 23 | -19 | -7 | 3 | -0.5 | -1.1
CCC1SC2=NCN(c3ccccc3)CN2C1=O (stereo not drawn) | -4 | 3 | 1 | 48 | -10 | nt | -1 | -5.0 | -3.2
CC(C)c1ccc(NC(=O)NCc2ccc(F)cc2)cc1 | 1 | 2 | -6 | 12 | -15 | 6 | -1 | -1.3 | -1.2
COc1ccc(C2/C=C\CN(C(=O)c3ccc(C)cc3)[C@H](Cc3ccccc3)C(=O)N2Cc2ccc(F)cc2)cc1 (stereo partly drawn) | -9 | -55 | 7 | 35 | nt | -6 | nt | nt | nt
CC1=C(C(=O)Nc2ccccc2)C(c2cccc([N+](=O)[O-])c2)Nc2nc3ccccc3n21 (stereo not drawn) | -1 | 4 | 5 | -11 | 2 | -4 | -2 | -4.3 | -3.1
Cc1ccc(C)c(S(=O)(=O)Nc2ccc(O)c3ccccc23)c1 | -9 | -6 | 0 | 29 | -18 | -8 | 19 | -0.2 | -0.5
O=C(CNC(=O)c1ccc(F)cc1)N/N=C/c1cccnc1 | -7 | 8 | -1 | 22 | -10 | -3 | -11 | -1.6 | 0.6
COC(=O)C1=C(C)N(Cc2ccco2)C(=O)/C1=C\c1ccc(N(C)C)cc1 | -4 | 14 | -2 | 14 | -3 | -2 | 5 | 0.1 | 0.1
O=C(C[n+]1ccccc1)Nc1cc(C(F)(F)F)ccc1Cl | -9 | 14 | 3 | 1 | -2 | 3 | -12 | -1.9 | 0.3
CCc1c(C)c2ccc(OC3CCCCC3=O)cc2oc1=O (stereo not drawn) | 17 | 12 | 4 | 2 | 5 | 3 | -1 | -1.7 | 2.6
CCn1cc(C(=O)NCc2ccc(C)o2)c2cc(OC)c(OC)cc2c1=O | -4 | 7 | 4 | -2 | -8 | 3 | -7 | 0.7 | -3.4
O=[N+]([O-])c1ccccc1NCc1c(O)ccc2ccccc12 | 5 | 3 | 1 | -163 | 2 | 2 | -1 | -3.2 | -2.2
CN(c1ccc(C(=O)N2CCOCC2)cc1[N+](=O)[O-])C1CCCCC1 | 0 | 4 | 1 | 5 | 2 | 5 | 1 | -0.4 | 0.6
COC(=O)c1cc(CNC(=O)c2ccc(O)c(Cl)c2)ccc1OC | -4 | 31 | -1 | -2 | 6 | 3 | 3 | -1.7 | -2.9
CCCC(=O)N1CCN(c2ccc(NC(=O)c3ccco3)cc2)CC1 | -7 | 10 | 1 | 7 | -7 | 3 | 0 | 1.4 | -0.6
O=C(NCCc1nccs1)C1CCC(=O)N(Cc2cccc(C(F)(F)F)c2)C1 (stereo not drawn) | -7 | -5 | 0 | 9 | -5 | 2 | -2 | -1.7 | -0.2
COC(=O)CCCCCN1C(=O)NC(c2ccccc2)C(C(=O)OCc2ccccc2)=C1C (stereo not drawn) | 1 | 12 | 7 | -4 | -9 | 7 | -3 | -4.4 | -3.7
O=C(O)c1ccnc(Cl)c1 | -17 | 1 | -6 | 2 | -12 | 4 | -1 | -3.5 | -5.2

The final three records of the part before open the next one:
SMILES | pCIP destab | NALP1 inh | IDE inh | PHOSPHO1 block | GPR7 antag | IDE cell activ | PfM18AAP inh | IMP-1 inh | VIM-2 inhibitor
O=C(NCCc1nccs1)C1CCC(=O)N(Cc2cccc(C(F)(F)F)c2)C1 (stereo not drawn) | -7 | -5 | 0 | 9 | -5 | 2 | -2 | -1.7 | -0.2
COC(=O)CCCCCN1C(=O)NC(c2ccccc2)C(C(=O)OCc2ccccc2)=C1C (stereo not drawn) | 1 | 12 | 7 | -4 | -9 | 7 | -3 | -4.4 | -3.7
O=C(O)c1ccnc(Cl)c1 | -17 | 1 | -6 | 2 | -12 | 4 | -1 | -3.5 | -5.2
Cc1cc(C(=O)Oc2ccccc2C(=O)O)c(C)o1 | -8 | 10 | 5 | -16 | 2 | 4 | -2 | -1.8 | -1.2
Fc1ccccc1CSc1ncn[nH]1 | -9 | 4 | 1 | -11 | -5 | 7 | 12 | -1.6 | -0.5
COc1ccc(-c2cc(=O)oc3cc(OCC(=O)NCC(O)c4ccccc4)ccc23)cc1 (stereo not drawn) | 3 | 16 | -1 | -8 | 7 | 0 | -1 | -0.3 | -0.1
O=C(CSc1nnc(-c2ccc(O)cc2)o1)Nc1cccc(O)c1 | 7 | 20 | 5 | 19 | 7 | 3 | -4 | -0.3 | -1.1
Cc1ccc(N2C(=O)Nc3ccc(Br)cc3C2(O)C(=O)NCCN(C)C)cc1C (stereo not drawn) | -15 | 13 | 2 | 31 | -3 | 5 | 12 | -0.5 | -1.3
CCC(=O)c1ccc(OCCSc2ncccn2)cc1 | 2 | 23 | 5 | -7 | 7 | 6 | -8 | -4.1 | -1.3
CN(C(=O)CSc1nnc(-c2ccccc2)o1)c1c(N)n(Cc2ccccc2)c(=O)[nH]c1=O | 10 | 12 | 11 | -22 | -20 | -1 | -2 | -1.4 | -2.9
c1ccc(-c2nnc(-c3ccccc3)o2)cc1 | -2 | -13 | 6 | 4 | -3 | 0 | 0 | -3.0 | -1.4
CN(CCCN1CCOCC1)C(=O)c1cc(COc2cccc(C(F)(F)F)c2)on1 | -6 | 34 | -2 | 44 | 8 | -7 | 3 | 1.2 | 2.5
CSC1=NCCN1C(=O)COc1ccccc1 | 3 | -4 | 4 | -7 | -12 | 5 | 0 | -5.3 | -3.6
O=C(N/N=C/c1ccccn1)c1ccc(NC(=O)c2ccc(F)cc2)cc1 | -4 | -14 | 5 | 31 | -6 | 2 | 0 | -4.5 | -0.2
CCOc1ccc(/C=C/C(O)=C2/C(=O)NC3(C)CC2c2ccccc2O3)cc1OC (stereo not drawn) | 15 | 1 | 0 | 2 | -16 | 5 | -9 | 1.0 | 1.2
O=C(N/C(=C/c1cccnc1)C(=O)N1CCCCCC1)c1cccc(Br)c1 | -21 | 14 | -2 | 10 | -5 | -2 | 11 | -2.3 | -1.4
COc1ccc(NC(=O)CNS(=O)(=O)c2ccccc2)cc1Cl | -15 | 37 | -3 | 37 | -14 | 2 | -4 | -4.6 | 1.6
CC(C)N1C(=S)N(Cc2ccco2)C(=O)C1CC(=O)Nc1ccccc1 (stereo not drawn) | 10 | -10 | -4 | -17 | 2 | 1 | 0 | -1.4 | -1.9
CCOC(=O)c1c(S(=O)(=O)NCC2CCN(CCc3cccs3)CC2)c(C)n(C)c1C | -4 | 14 | 2 | 42 | -5 | 1 | -3 | -2.4 | -0.9
CC(=O)Nc1ccc(S(=O)(=O)NC2CC2)cc1 | -13 | 18 | 4 | 3 | -6 | -1 | 10 | -0.8 | -2.0
O=C(Nc1ccc([N+](=O)[O-])cc1)N1CCN(C(=O)C2CCCO2)CC1 (stereo not drawn) | 2 | 7 | 2 | 48 | -10 | 8 | -2 | -1.4 | -1.0
Cc1ccc(C(O)(CCN2CCCCC2)c2ccccc2)cc1 (stereo not drawn) | -2 | 2 | 0 | 42 | -4 | 2 | 5 | -3.2 | -1.7
CC(C)(C)C(=O)Nc1sc2c(c1C(=O)Nc1ccccn1)CCCC2 | -27 | -1 | -2 | 24 | 3 | 1 | 12 | -0.3 | -0.2
CC1(C)CC2(CCO1)C(Nc1ccccc1)=NC(=S)N2CC(N)=O (stereo not drawn) | -20 | 23 | -7 | 33 | -4 | 7 | -2 | -2.7 | -3.9
O=C(OCc1cncs1)c1cccs1 | -13 | 2 | -3 | 38 | 3 | 1 | 4 | -2.6 | -4.3
CCO[C@H]1OC(C(=O)N2CCN(Cc3ccc4c(c3)OCO4)CC2)=C[C@@H](c2csc3ccccc23)[C@@H]1CCCO | -1 | -6 | 12 | 24 | -3 | -1 | 8 | -2.0 | -2.2
CCCC(=O)NC(=S)Nc1ccc(NC(=O)c2cccs2)cc1 | -3 | 11 | -3 | 14 | 3 | -4 | 0 | -1.8 | -2.5
N#Cc1ccc(NC(=O)CCc2nc3ccccc3s2)cc1 | -6 | 16 | 1 | 0 | -2 | -4 | 6 | 0.5 | 3.2

Further structures.
SMILES | pCIP destab | NALP1 inh | IDE inh | PHOSPHO1 block | GPR7 antag | IDE cell activ | PfM18AAP inh | IMP-1 inh | VIM-2 inhibitor
CC(=O)Nc1ccc(Sc2ncnc3scc(-c4ccccc4)c23)cc1 | -14 | 41 | -1 | 1 | -16 | 0 | 5 | -1.1 | 0.4
COc1cccc(C2C(C#N)=C(N)SC(c3ccccc3)C2[N+](=O)[O-])c1 (stereo not drawn) | -10 | 8 | 0 | 10 | 12 | 1 | -15 | -4.8 | -2.2
COC(=O)CN1C(=O)[C@H]2[C@@H](C3CC3)N3C(=O)CN(Cc4ccc(-c5ccccc5)cc4)C(=O)[C@@]3(Cc3ccccc3)[C@H]2C1=O | -13 | 12 | -1 | -13 | -4 | -2 | -3 | -0.9 | -2.7
COc1ccc(C2CC(=O)C=C(NCC3CCCO3)C2)cc1 (stereo not drawn) | 4 | 7 | 2 | -3 | -1 | 0 | -5 | -1.3 | -0.5
C1=CC2CC1CC2CNCc1ccco1 (stereo not drawn) | -12 | 8 | -4 | 28 | 0 | 0 | -16 | -4.8 | -0.8
CCOC(=O)C1CCCN(C(=O)c2ccccc2NC(C)=O)C1 (stereo not drawn) | -2 | 10 | -1 | 28 | 10 | 3 | 3 | -2.4 | -4.1
Cn1c(N)c(N=Nc2ccc(S(N)(=O)=O)cc2)c(=O)n(C)c1=O | 4 | 15 | 0 | 42 | -8 | -2 | 2 | -1.2 | -1.3
CSCC[C@H](NC(=O)N1CCn2c1nc1ccccc12)C(=O)NCc1ccc(F)cc1 | -5 | 24 | 0 | 49 | 3 | 6 | 1 | 51* | -1.7
O=C(O)CSCc1ccc(C(=O)O)o1 | 2 | 19 | 4 | -5 | -9 | 1 | 10 | -4.0 | -2.5
O=C(O)c1ccc(N/N=C/c2cc3cc4c(cc3nc2Cl)OCCO4)cc1 | -12 | nt | 0 | 27 | -3 | 4 | -4 | -1.5 | 0.2
CCN1CCc2c(OCC(=O)N3N=C(c4cccs4)CC3c3ccc(F)cc3)cccc2C1=O (stereo not drawn) | -10 | 31 | 8 | -26 | -3 | -4 | 1 | -4.1 | 0.3
